PTAP TSG101 blk: qHTS Assay for Iinhibitors of HIV-1 Budding by Blocking the Interaction of PTAP/TSG101 | Tumor susceptibility gene 101 protein (Homo sapiens), Q99816 | Fluorescence polarization, FITC-PTAP peptide / Tsg101 binding | Potency, µM (series often up to 115 µM), for inactives: top-dose activity change, negative = inhibition, hits mostly inhibitors | 340,000 tested, under 10 active | AID 493005, 2010; active = well fitted inhibition curve with a large enough effect in the main read-out, with a control signal flat, not every such curve was filed as active; inconclusive = small, poorly fitted or top-dose-only effect, or effect the other way, or a change in a side signal; inactive = no such curve, though single readings can be large or run the other way; note: potency is the fitted concentration of half-maximal effect; % of control where 0% means no effect
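FP read-out: FITC-PTAP peptide, 50 nM final, binding Tsg101 binding domain, 10 uM final; 20 min, r.t.; 10 mM HEPES pH 7.5, 0.15 M NaCl, 0.01% Tween 20, 3 mM EDTA, 0.1 mM TCEP.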
p53 reactivation: qHTS assay for re-activators of p53 using a Luc reporter | AID 504706, 2011 | 320,000 compounds, 0.063% hits | Potency, µM (series often up to 92.2 µM), for inactives: at the highest dose activity change, positive = activation, hits mostly activators | H1299 p53-A138V BP100-luciferase reporter, luminescence, 24 h; note: potency is the fitted concentration of half-maximal effect; % of control where 0% means no effect; nearly all actives have a fitted effect of over 45% in size
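H1299 (p53-null), stable ts p53-A138V + BP100-Luc; 1000 cells/well, Opti-MEM/10% FBS; cpd 4 pt, 1:5; 24 h, 37 deg C, 5% CO2; detection reagent 10 min RT; luminescence.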
Integrin act MD: qHTS for Activators of Integrin-Mediated Alleviation for Muscular Dystrophy. alpha7betagal myoblasts, beta-gal FDG fluorescence, 48 h. Potency, µM (highest dose often 38.3 µM), for inactives: top-dose activation, actives largely listed as activators. 350,000 compounds, 0.064% hits;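 note: potency is the fitted concentration of half-maximal effect; 100% = response of the positive control SU9516; nearly all actives have a fitted effect of over 60% in size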
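alpha7betagal+/- myoblasts (passage 13, 250/well) treated 48 h at 37C with compounds at 1:260 dilution of DMSO stock. Lysed, then beta-galactosidase activity read as FDG fluorescence (ex 480/em 540) after 30 min, with pre-read for autofluorescence.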
TRPV1 ag: HTS Assay for Compounds that Act as Agonists of the Vanilloid Receptor 1 | TRPV1-expressing cells, Fluo-8 calcium influx, agonist mode | activation, % at 8.33 µM | 320,000 compounds, 0.19% hits | AID 540275, 2011; in the data active = activation above about 80%; inconclusive = between about 30% and that limit; note: 0% is about no effect
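TRPV1-expressing cells were cultured overnight at 35.5C and loaded with Fluo-8 calcium dye for 40 to 90 min at room temperature. After a 10 s baseline, compound was added and calcium influx was read kinetically for 3 min (ex 480/em 520 nm).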
AT treatment: qHTS Assay for Identifying a Potential Treatment of Ataxia-Telangiectasia; 320,000 compounds, 0.19% hits; Potency, µM (series often up to 57.5 µM), for inactives: top-dose activation, usual class: activators; […] A-T fibroblasts, KAP-1 phosphorylation AlphaLISA; neocarzinostatin DNA damage 30 min before lysis; note: potency is the fitted concentration of half-maximal effect; % of control where 0% means no effect; nearly all actives have a fitted effect of over 45% in size
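hTERT-immortalized A-T patient fibroblasts ([…]), 500 cells/well in OPTI-MEM, 1% FBS, got compounds for 60 min, then NCS for 30 min at 37C. Lysates were then assayed for phospho-KAP-1 by AlphaLISA (anti-pKAP1 donor, anti-KAP1 acceptor beads), 6 hr at 25C.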
BRCA1 expr up: qHTS Assay to Identify Small Molecule Activators of BRCA1 Expression; 380,000 compounds, 1.1% hits; MCF7-BRCA1-FFLuc reporter, luminescence, 48 h; response scale: scaled: vehicle 0%, 10 µM genistein 100%; Potency, µM (titrated, usually from 46.1 µM), without a hit: at the highest dose activation, actives largely listed as activators; note: potency is the fitted concentration of half-maximal effect; nearly all actives have a fitted effect of over 80% in size; some results filed as inactive show a strong effect at the top dose
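MCF7-BRCA1-FFLuc cells, 2000/well in phenol-red-free MEM, attached 2 h then treated 48 h at 37 C. Luciferase luminescence read 15 min after reagent; normalized to genistein maximum activation (10microM) and DMSO, concentration-response fitted.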
ELG1 repair inh: qHTS screen for small molecules that inhibit ELG1-dependent DNA repair in human embryonic kidney (HEK293T) cells expressing luciferase-tagged ELG1 | HEK293T ELG1-luciferase reporter, luminescence, 16 h; DNA damage induced by 5-fluorouridine | Potency, µM (series often up to 46.1 µM), inactives show top-dose activity change, negative = inhibition, most hits filed as inhibitors | 330,000 compounds, 2.3% hits | AID 504467, 2011; note: potency is the fitted concentration of half-maximal effect; % is set by controls: 0 for no effect and ±100 for the full control effect; nearly all actives have a fitted effect of over 55% in size
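In this reporter screen, reduction of luminescence relative to DMSO vehicle indicated activity. Compounds and 5-fluorouridine were added together to 2,000 cells per well, incubated for 16 hr at 37 °C, then developed with ONE-Glo.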
B2AR arrestin: qHTS assay of beta-arrestin-biased ligands of beta2-adrenergic receptor; Beta-2 adrenergic receptor (Homo sapiens), P07550; beta-arrestin recruitment to beta2AR, cell-based reporter; Potency, µM (series often up to 46.1 µM), inactives show top-dose activation, usual class: activators; 330,000 compounds, 0.02% hits;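 note: potency is the fitted concentration of half-maximal effect; 0% = DMSO controls and full agonism = EC100 isoproterenol or metaproterenol; nearly all actives have a fitted effect of over 65% in size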
MLL CXXC-DNA inh: qHTS Fluorescence Polarization Assay for Inhibitors of MLL CXXC domain - DNA interaction. Histone-lysine N-methyltransferase 2A (Homo sapiens), Q03164. MLL-CXXC / FITC-HOXA9 DNA fluorescence polarization. Potency, µM (doses to about 115 µM), for inactives: at the highest dose activity change, negative = inhibition, hits mostly inhibitors. 290,000 compounds, 0.037% hits; active = well fitted inhibition curve with a large enough effect in the polarisation, with a control signal flat, not every such curve was filed as active; inconclusive = small, poorly fitted or top-dose-only effect, or effect the other way, or a change in a side signal; inactive = no such curve, though single readings can be large or run the other way; the % refers to the polarisation; note: potency is the fitted concentration of half-maximal effect
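Steps: dispense CXXC domain solution (7 uM) → pin compounds or unlabeled HOX-A9 DNA control → 5 min ambient → add FLSN-HOX-A9 solution (50 nM) → spin → 30 min ambient → fluorescence polarization. Tris pH 7.5/NaCl/DTT/BSA buffer.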
TCR act: Activators of T cell receptors: qHTS campaign; primary human leukocytes, anti-CD3, IL-2 HTRF, 48 h; Potency, µM (top dose mostly 9.22 µM), for the others: at the top dose activation of IL-2 secretion, actives largely listed as activators; 330,000 tested, under 10 active; note: % of control where 0% means no effect
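Primary human leukocytes incubated 48 hr with anti-CD3 beads plus compound, without co-stimulation. Secreted IL-2 measured by HTRF (europium cryptate/d2 anti-IL-2 pair, 320 nm excitation, 665 nm emission).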
Active calls of the source: *; ? = inconclusive; nt = no result given; & = joins results of further samples; [ ] = another dose, or the depositor's remark. Unless noted, calls come from the whole dose curve; as a rule, active = well fitted curve in the direction sought with a large enough effect; inconclusive = small, poorly fitted or top-dose-only effect, or another doubt; inactive = no such curve, though single readings can be large; an effect the other way counts as inactive or inconclusive. The order is random, and some 3.8% of all compounds hit somewhere here.

SMILES	PTAP TSG101 blk	p53 reactivation	Integrin act MD	TRPV1 ag	AT treatment	BRCA1 expr up	ELG1 repair inh	B2AR arrestin	MLL CXXC-DNA inh	TCR act
COc1ccc(S(=O)(=O)N2CCOC2CNC(=O)C(=O)NCCN(C)C)cc1 (configuration not stated)	1%	-6%	-19%	-2	-5%	-6%	-15%	-0.1%	-7%	-1%
CN(C(=O)CCN1C(=O)/C(=C/c2ccccc2F)SC1=S)C1CCS(=O)(=O)C1 (configuration not stated)	-3%	?	-3%	19	-4%	-1%	?	0.0%	2%	0%
O=C(c1ccc(F)cc1)C1CCN(C(=S)Nc2ccc(F)cc2)CC1	-3%	23%	-5%	17	-3%	-11%	10µM*	-0.7%	-7%	1%
O=C(NC(=S)Nc1ccc(S(=O)(=O)Nc2nccs2)cc1)c1ccccc1F	0%	-4%	16%	4	-3%	0%	-5%	-0.1%	-5%	0%
Cc1ccc(Cl)c(OC(=O)Cn2cnc3c2c(=O)n(C)c(=O)n3C)c1	-1%	2%	9%	1	-1%	6%	-3%	-0.1%	-3%	2%
COC(=O)c1c(-c2ccc(C(C)(C)C)cc2)csc1NC(=O)C1C2CCC(O2)C1C(=O)O (configuration not stated)	-3%	11%	-13%	-2	-3%	4%	-6%	-1.6%	-5%	3%[46.1 µM]
C=CC(=O)NC(NC(=O)C=C)c1ccccc1F	-7%	0%	19%	1	3%	25%	7%	0.3%	16%	-1%
O=C(CCl)c1ccc(Cc2ncc(C(F)(F)F)cc2Cl)s1	-1%	1%	-20%	2	-7%	-34%	1%	-0.1%	4%	0%
Cc1cc(C)[n+](-c2ccc(Oc3ccccc3)c(S(=O)(=O)[O-])c2)[nH]1	-3%	-5%	23%	-2	-4%	0%	2%	3.2%	0%	2%
CSCCCN1CC[C@@H](N2CCN(c3ccccc3F)CC2)[C@H](O)C1	-3%	9%	-13%	-3	-5%	-25%	-4%	-0.1%	5%	-4%
O=S(=O)(NCC1CCC(NS(=O)(=O)c2c(F)cccc2F)CC1)c1ccc2c(c1)OCCO2 (configuration not stated)	-3%	-3%	nt	nt	12%&-3%	-33%	8%	0.4%&-0.8%	nt	-4%
COc1ccc(-n2nc(C(=O)NCC(=O)N3CCN(c4ccccc4F)CC3)c3ccccc3c2=O)cc1OC	1%	2%	-34%	-1	1%	8.9µM*	?	-0.5%	-12%	1%
N#CCCn1c(SCC(=O)NCCc2ccc(F)cc2)nc2ccccc21	-2%	-4%	3%	0	3%	-37%	4%	-0.6%	2%	-4%
Fc1ccc(-c2[nH]ncc2CN(CC2CCC2)CC2CCCO2)c(F)c1 (configuration not stated)	-6%	-4%	-7%	2	10%	-33%	2%	-0.1%	-9%	1%
COc1ccc(C(C)=O)cc1CSc1nncn1-c1ccccc1	-2%	-13%	5%	5	0%	-1%	7%	0.1%	4%	-7%[46.1 µM]
Cc1cccc(-c2nsc(SCC(=O)Nc3cc(C)on3)n2)c1	3%	?	13%	-3	0%	24%	?	-0.4%	-2%	-5%
CCOC(=O)N1CCC(NC(=O)C(NC(=O)C2CCCCC2)C(C)C)CC1 (configuration not stated)	nt	-3%	nt	1	-7%	nt	0%	0.4%	2%	nt
O=[N+]([O-])c1cccc(S(=O)(=O)NCC2CC3CCC2C3)c1 (configuration not stated)	-2%	6%	-11%	1	17%	-10%	6%	0.3%	2%	-2%
COc1ccc(CNS(=O)(=O)c2cc3c(cc2C)N(C)CCO3)cc1	-3%	1%	-40%	15	1%	-41%	-14%	-0.2%	nt	0%
O=C(Nc1ccc(Cl)cc1)C1CCCCN1S(=O)(=O)c1ccccc1 (configuration not stated)	0%	1%	-9%	nt	0%	-57%	0%	-1.1%	nt	-11%
CN1C(=O)C(C)(C)c2cc(S(=O)(=O)N3CCC(C(=O)Nc4ccc(Cl)cc4)CC3)ccc21	0%	nt	1%	-5	5%	-20%	5%	-0.6%	6%	2%
COC(=O)C[C@H]1c2cc(F)ccc2S(=O)(=O)N1C(C)C	-5%	nt	-16%	nt	nt	2%	nt	nt	nt	-1%
C=C1c2ccccc2NC(=O)N1c1ccc(OC)cc1	-2%	7%	1%	-4	6%[11.5 µM]	12%	?	-0.1%	-15%	-8%
CCCCn1c(N)c(N(CCC(C)C)C(=O)c2[nH]c(C)c(C(=O)OCC)c2C)c(=O)[nH]c1=O	-5%	-1%	7%	-3	-2%	-16%	1%	0.5%	nt	nt
CC(C)CN(CC(C)C)S(=O)(=O)N1CCC(C(=O)NCc2ccc3c(c2)OCO3)CC1	-2%	1%	0%	?	-4%	-7%	?	0.2%	-3%	-3%

Seven entries already listed, ordered by heavy-atom count, falling:
SMILES	PTAP TSG101 blk	p53 reactivation	Integrin act MD	TRPV1 ag	AT treatment	BRCA1 expr up	ELG1 repair inh	B2AR arrestin	MLL CXXC-DNA inh	TCR act
COc1ccc(-n2nc(C(=O)NCC(=O)N3CCN(c4ccccc4F)CC3)c3ccccc3c2=O)cc1OC	1%	2%	-34%	-1	1%	8.9µM*	?	-0.5%	-12%	1%
COC(=O)c1c(-c2ccc(C(C)(C)C)cc2)csc1NC(=O)C1C2CCC(O2)C1C(=O)O (configuration not stated)	-3%	11%	-13%	-2	-3%	4%	-6%	-1.6%	-5%	3%[46.1 µM]
CCOC(=O)N1CCC(NC(=O)C(NC(=O)C2CCCCC2)C(C)C)CC1 (configuration not stated)	nt	-3%	nt	1	-7%	nt	0%	0.4%	2%	nt
Fc1ccc(-c2[nH]ncc2CN(CC2CCC2)CC2CCCO2)c(F)c1 (configuration not stated)	-6%	-4%	-7%	2	10%	-33%	2%	-0.1%	-9%	1%
COc1ccc(CNS(=O)(=O)c2cc3c(cc2C)N(C)CCO3)cc1	-3%	1%	-40%	15	1%	-41%	-14%	-0.2%	nt	0%
O=[N+]([O-])c1cccc(S(=O)(=O)NCC2CC3CCC2C3)c1 (configuration not stated)	-2%	6%	-11%	1	17%	-10%	6%	0.3%	2%	-2%
COC(=O)C[C@H]1c2cc(F)ccc2S(=O)(=O)N1C(C)C	-5%	nt	-16%	nt	nt	2%	nt	nt	nt	-1%

Remaining list, next part
SMILES	PTAP TSG101 blk	p53 reactivation	Integrin act MD	TRPV1 ag	AT treatment	BRCA1 expr up	ELG1 repair inh	B2AR arrestin	MLL CXXC-DNA inh	TCR act
CCc1ccc(Nc2cc(C)nc3ncnn23)cc1	-5%	2%	18%	3	12%	-16%	?	0.4%	-5%	nt
O=S(=O)(Nc1ccccc1C(F)(F)F)c1ccc(-c2ccccn2)s1	-9%	-5%	-3%	1	3%	4%	-1%	-1.1%	-6%	-5%
CN(Cc1ccccc1)S(=O)(=O)c1ccc(N2CCOCC2)nc1	-2%	3%	-11%	23	1%	-3%	-4%	0.3%	-4%	0%
COc1ccc(OC)c(NC(=O)COC(=O)c2cc3c(s2)CCC3)c1	-2%	14%	24%	20	-4%	-20%	23%	0.4%	-3%	4%
CC(=O)Cc1ccccc1OCC(=O)O	-4%	26%	35%[7.66 µM]	-1	nt	0%	?	0.0%	-1%	-2%
COc1cccc(C(=O)Nc2cc(C)ccc2NC(=O)COc2ccccc2)c1	-7%	-4%	-13%	?	-1%	-18%	?	-0.1%	-10%	0%
Cc1ccc(C)c(SCC(=O)NC2CCS(=O)(=O)C2)c1 (configuration not stated)	-1%	8%	17%	2	-4%	-5%	0%	0.0%	nt	-5%
Cc1ccc(N(CC(=O)NCc2ccccc2)S(=O)(=O)c2c(C)noc2C)cc1	-1%	-5%	-21%	0	-10%	3%	9%	0.1%	6%	-4%
O=C(O)c1cnnc2ccccc12	-2%	nt	3%	nt	nt	-18%	nt	nt	nt	-8%
CC1(C)Cc2c(sc3c2C2=NCCN2C=N3)CO1	-8%	nt	5%	-3	nt	-2%	nt	nt	2%	2%
COc1cc(/C=C2\SC(=S)N(CCC(=O)Nc3ccc(O)cc3)C2=O)cc(OC)c1OC	1%	-11%	-23%	16	21%	-23%	23µM*	-0.3%	27%	-3%
